L3MBTL1 block: blocks human L3MBTL1 | Potency, µM (series often up to 57.1 µM), for the others: top-dose activity, negative = inhibition, usual class: inhibitors | AlphaScreen L3MBTL1–H3K9me1 peptide binding | Q9Y468 | hit rate 0.66% among 230,000; active means well fitted inhibition curve with a large enough effect; further: nearly all actives have a fitted effect of over 60% in size
Target sequence (Q9Y468 whole entry, looked up): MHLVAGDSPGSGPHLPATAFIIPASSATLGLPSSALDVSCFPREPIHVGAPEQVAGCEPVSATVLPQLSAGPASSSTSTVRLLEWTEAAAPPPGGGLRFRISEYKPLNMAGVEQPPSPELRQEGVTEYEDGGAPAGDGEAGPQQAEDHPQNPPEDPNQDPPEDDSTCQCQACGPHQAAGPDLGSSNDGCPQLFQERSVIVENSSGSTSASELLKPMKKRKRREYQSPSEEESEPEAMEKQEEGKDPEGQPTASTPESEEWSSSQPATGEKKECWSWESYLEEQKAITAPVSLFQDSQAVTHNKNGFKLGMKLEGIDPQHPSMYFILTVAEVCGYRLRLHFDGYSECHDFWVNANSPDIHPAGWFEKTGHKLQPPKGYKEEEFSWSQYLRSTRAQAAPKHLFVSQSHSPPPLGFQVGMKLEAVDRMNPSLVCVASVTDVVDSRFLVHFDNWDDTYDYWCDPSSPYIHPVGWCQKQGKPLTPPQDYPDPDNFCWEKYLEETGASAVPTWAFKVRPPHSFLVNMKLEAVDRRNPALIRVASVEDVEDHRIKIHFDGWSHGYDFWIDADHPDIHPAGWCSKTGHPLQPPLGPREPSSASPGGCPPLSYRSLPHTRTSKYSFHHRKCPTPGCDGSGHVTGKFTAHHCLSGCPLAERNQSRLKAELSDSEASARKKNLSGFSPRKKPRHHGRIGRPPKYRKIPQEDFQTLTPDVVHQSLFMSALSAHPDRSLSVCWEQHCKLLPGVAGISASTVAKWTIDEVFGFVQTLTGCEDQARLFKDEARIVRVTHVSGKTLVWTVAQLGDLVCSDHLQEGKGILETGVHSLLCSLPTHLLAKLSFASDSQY
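L3MBTL1 (50 nM) pre-complexed 30 min with biotinylated H3(1-15)K9me1 peptide (75 nM), then compounds added for 30 min at room temperature; AlphaScreen streptavidin donor/nickel chelate acceptor beads (10 ug/mL final) read after 30 min dark incubation.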
Numbers without * were called inactive; [ ] = dose if it differs, or a comment. On the % scale 0 is the no-effect control and ±100 the full control effect; potency means the concentration at half of the fitted maximal effect. Only part of the results is shown; the hit share may differ from the screen's.

SMILES | L3MBTL1 block
CCOc1cc(C2Nc3ccccc3NC3=C2C(=O)CC(C)(C)C3)ccc1OC(C)=O (centres undefined) | 2%
O=C(O)c1ccc(NC(=S)NCc2ccccc2)cc1 | -2%
CCOC(=O)/C(C(=Nc1ccccc1)Nc1ccccc1)=C(\C)O | 4%
CCOc1ccccc1N1CCN(C(=O)CSc2ccc3c(c2)OCCO3)CC1 | -4%
C=CCN(c1ccccc1)S(=O)(=O)c1cccc(C(=O)NCc2ccco2)c1 | -5%
COC(=O)c1ccc(NC(=O)C(=O)c2c[nH]c3ccccc23)cc1 | 1%
COc1cccc(CNC(=O)C(=O)N2CCC3(CC2)OCCN3S(=O)(=O)c2ccc(C)cc2)c1 | 1%
COc1cccc2c1-c1c(O)cccc1C2=O | 17%
N#Cc1ccccc1OCC(=O)NCC(c1ccc(F)cc1)N1CCOCC1 (centres undefined) | 2%
Cc1ccn2c(NC3CCCCC3)c(-c3cccc(SC4CCCCC4)c3)nc2c1 | -3%
Cc1ccc(-c2n[nH]c(=O)c3ccccc23)cc1S(=O)(=O)N(C)C | 1%
CN1CCN(S(=O)(=O)c2ccc(Cl)cc2)CC1 | 26%[2.29 µM]
N#CCC(=O)Nc1ccc(C(=O)OCC(=O)NC(=O)Nc2ccc3c(c2)OCCO3)cc1 | -11%
O=C(OCc1nnc(-c2ccccc2Br)o1)c1ccco1 | -6%
CCN(C(=O)Cn1nnc(-c2ccccc2)n1)C1CCS(=O)(=O)C1 (centres undefined) | -2%
Cc1ccc(C)c(NC(=O)CN(C)C(=O)c2ccc(S(=O)(=O)N(C)c3ccccc3)cc2)c1 | -1%
CCOc1ccc(NC(=O)c2ccc(NC(=O)c3ccccc3Br)cc2)cc1 | -3%
Cc1ccc(NC(=O)c2cnn(-c3ccccc3)c2C)cc1C | -3%
COc1ccc(-c2nnc(N3CCOCC3)c3ccccc23)cc1 | -6%
c1ccc2cc(CCCc3cc4ccccc4cn3)ncc2c1 | -6%
CC(=O)c1ccc(OCC(=O)N2CCCC2c2ccc3c(c2)OCCCO3)cc1 (centres undefined) | 2%
Cc1cc(C)c(NC(=O)C2CC3CCC2C3)c(C)c1 (centres undefined) | -2%
CCCOc1cccc(C(=O)Nc2ccc3c(c2)OCCO3)c1 | -4%
CN(C)S(=O)(=O)c1ccc(N2CCCC2)c(C(=O)N2CCN(S(=O)(=O)c3ccc(F)cc3)CC2)c1 | 4%
CCn1nnc2cc(C(=O)N(CCOC)CC(=O)Nc3cccc(C)c3C)ccc21 | 0%

Overlap with the part before: four compounds; new compounds follow.
SMILES | L3MBTL1 block
Cc1cc(C)c(NC(=O)C2CC3CCC2C3)c(C)c1 (centres undefined) | -2%
CCCOc1cccc(C(=O)Nc2ccc3c(c2)OCCO3)c1 | -4%
CN(C)S(=O)(=O)c1ccc(N2CCCC2)c(C(=O)N2CCN(S(=O)(=O)c3ccc(F)cc3)CC2)c1 | 4%
CCn1nnc2cc(C(=O)N(CCOC)CC(=O)Nc3cccc(C)c3C)ccc21 | 0%
COc1cccc(NC(=O)c2ccc(OC(F)(F)F)cc2)c1 | 10%
Cc1cc(C(=O)N2CCN(c3ccc(F)cc3)CC2)on1 | 6%
COc1ccc(S(=O)(=O)n2ccnc2C)c(C)c1C | 4%
COc1cc(-c2cc(C(=O)N3CCCCCC3)c3ccccc3n2)cc(OC)c1OC | -13%
CC[n+]1c(/C=C/c2ccc(OC)c(OC)c2)ccc2ccccc21 | 8%
C[C@H]1COC(=O)[C@@H](Cc2ccc(F)cc2)CC/C=C/C[C@H](CC(=O)N(CCO)Cc2ccccc2)C(=O)N1 | 0%
CC(=O)Oc1c(Br)cc(N(C(C)=O)S(=O)(=O)c2ccccc2)c2ccccc12 | -26%
CC(C)[C@H](NS(=O)(=O)c1ccccc1F)C(=O)OCC(=O)Nc1cccc(S(N)(=O)=O)c1 | 7%
O=[N+]([O-])c1ccc(CSc2ccc(S(=O)(=O)N3CCCCC3)cn2)cc1 | -7%
O=C(CCNC(=O)OCC1c2ccccc2-c2ccccc21)NOCc1ccccc1 | 16%
Cc1cccc(N2CC(C(=O)NC3CCCCCC3)CC2=O)c1C (centres undefined) | 4%
C[C@H]1COC(=O)[C@H](CC(=O)OC(C)(C)C)C/C=C\C[C@H](CC(=O)N(CCO)Cc2ccccc2)C(=O)N1 | 0%
O=C(NCC(c1cccs1)N1CCOCC1)c1cn(-c2ccccc2)nc1-c1ccccc1 (centres undefined) | -2%
CCOC(=O)[C@H]1[C@H]2COc3ccc(Cl)cc3[C@H]2N2C(=O)CNC(=O)[C@@]12C | 1%
CCOc1ccccc1N(CC(=O)N1CCCC1)S(C)(=O)=O | -4%[2.29 µM]
COc1ccccc1CNC(=O)CC(C)c1ccccc1 (centres undefined) | 2%
CNc1nc2c(c(=O)n(C)c(=O)n2C)n1CCCc1ccccc1 | 2%
Cn1ccnc1SCC(=O)c1c(N)n(C)c(=O)n(C)c1=O | 3%
CC(Oc1ccc(Br)cc1)C(=O)NC1CCCCCC1 (centres undefined) | 14%
COC(=O)c1ccc(CN=C(NS(=O)(=O)c2ccccc2)c2ccccc2)cc1 | 5%
COc1ccc(NC(C)=O)cc1S(=O)(=O)N(C)Cc1c(C)nn(-c2ccccc2)c1C | 0%
O=C1CC(NS(=O)(=O)c2cccnc2)CN1c1ccc(F)cc1 (centres undefined) | 1%
CC(C)c1cccc(-c2ccc3c(c2)S(=O)(=O)c2cccc(C(=O)NCc4ccccc4)c2C3=O)c1 | -4%
COc1ccc(S(=O)(=O)Nc2cc3c4c(c2)C(C)C(=O)N4CCC3)cc1OC (centres undefined) | 3%
COc1cc(C(=O)NC(c2ccccc2)c2ccccc2)cc(OC)c1OC | 12%

Other compounds
SMILES | L3MBTL1 block
COc1ccccc1NS(=O)(=O)c1ccc(C(=O)N2CCN(c3ccccc3O)CC2)cc1 | -12%
COc1cc(/C=C/C(=O)OCC(=O)N2CCCc3ccccc32)ccc1OC(F)F | -12%
CCOC(=O)N1CCN(Cc2ccc3c(c2)OCO3)CC1 | 9%
CC(=O)c1cccc(Nc2nc(-c3ccccc3)nc3ccccc23)c1 | 1%
Cc1ccc(CN2Cc3cccc4c3[C@@H](CC2=O)[C@H](O)[C@H](O)C4)cc1 | 5%
CCc1ccc(NC(=O)C2CCN(S(=O)(=O)c3ccc4[nH]c(=O)ccc4c3)CC2)cc1 | -6%
CC(=O)c1ccccc1C(=O)N(C)C1CCCN(Cc2ccccc2F)C1 (centres undefined) | 12%
C[C@@H]1CN([C@@H](C)CO)C(=O)Cc2cc(NS(=O)(=O)c3ccccc3)ccc2O[C@H]1CN(C)S(C)(=O)=O | 3%
COc1ccccc1C(=O)COC(=O)c1nc2nc(C)cc(C)n2n1 | -10%
Cc1cccc(C)c1NC(=O)CC(C)c1ccccc1 (centres undefined) | 3%
Cc1cccc(NC(=O)NCCN2CCCCC2)c1 | 2%
Cc1cccc(C)c1NC(=O)CN(C)C(=O)c1cccc(S(=O)(=O)N2CCN(c3ccc(F)cc3)CC2)c1 | -15%
CCOc1ccc(Oc2ccc(S(=O)(=O)N3CCOCC3)cc2NC(=O)C2=COCCO2)cc1 | -9%
O=C(COC(=O)Cc1cccc(C(F)(F)F)c1)NC1CCS(=O)(=O)C1 (centres undefined) | 2%
CCN(CC(=O)Nc1c(F)cccc1F)C(=O)c1cccc(S(=O)(=O)N2CCc3ccccc3C2)c1 | -3%
CCN(c1ccc(OC)cc1)S(=O)(=O)N1CCCC(C(=O)NCc2cccc(C)c2)C1 (centres undefined) | 3%
CCc1ccc(OCC(O)CN2CCN(CCO)CC2)cc1 (centres undefined) | 10%
Cc1cc(N2CCN(C)CC2)ccc1NC(=O)c1ccc(-c2ccc(Cl)cc2)o1 | -21%
O=C(NCc1nnnn1-c1ccc(F)cc1)c1ccc([N+](=O)[O-])o1 | 4%
Cc1cc(C)c(NC(=O)CSc2nc(=O)n3cc(C)ccc3n2)c(C)c1 | -4%
COc1ccc(NC(=O)COC(=O)c2n[nH]c3ccccc23)c(OC)c1 | -2%
O=C(CCc1ccccc1)NNC(=O)c1cc(Cl)ccc1O | 13%
O=C(COC(=O)c1cnccn1)NC1CCCc2ccccc21 (centres undefined) | 1%
COc1ccc(-c2csc(Nc3cc(C)ccn3)n2)cc1OC | -14%
O=C1CCN(Cc2ccccc2)S(=O)(=O)c2ccc(C(F)(F)F)cc21 | 18%

Taken from the listing for reference:
SMILES | L3MBTL1 block
CCOc1cc(C2Nc3ccccc3NC3=C2C(=O)CC(C)(C)C3)ccc1OC(C)=O (centres undefined) | 2%
O=C(O)c1ccc(NC(=S)NCc2ccccc2)cc1 | -2%
CCOC(=O)/C(C(=Nc1ccccc1)Nc1ccccc1)=C(\C)O | 4%
CCOc1ccccc1N1CCN(C(=O)CSc2ccc3c(c2)OCCO3)CC1 | -4%
C=CCN(c1ccccc1)S(=O)(=O)c1cccc(C(=O)NCc2ccco2)c1 | -5%
COC(=O)c1ccc(NC(=O)C(=O)c2c[nH]c3ccccc23)cc1 | 1%
COc1cccc(CNC(=O)C(=O)N2CCC3(CC2)OCCN3S(=O)(=O)c2ccc(C)cc2)c1 | 1%

The main list resumes with the 2 entries that preceded the break.
SMILES | L3MBTL1 block
COc1ccc(-c2csc(Nc3cc(C)ccn3)n2)cc1OC | -14%
O=C1CCN(Cc2ccccc2)S(=O)(=O)c2ccc(C(F)(F)F)cc21 | 18%
CCOC(=O)c1c(NC(=O)COC(=O)CCOc2ccc(OCC)cc2)sc(C(=O)N(C)C)c1C | -10%
CC(C)[C@H](NC(=O)c1ccc(F)cc1)C(=O)N(C)Cc1cccs1 | -1%
O=C(c1cc(Cl)nc2ccccc12)N1CCN(S(=O)(=O)c2cccc(C(F)(F)F)c2)CC1 | 5%
CC(C)Cn1c(N)c(C(=O)COC(=O)c2nccnc2N)c(=O)n(C)c1=O | 6%
O=C(COC(=O)c1cc(S(=O)(=O)N2CCCC2)ccc1O)Nc1ccc(SC(F)F)cc1 | 8%
COc1ccc(NC(=O)c2cccc3c(Br)cccc23)cc1 | 10%
COc1ccc(Cl)cc1NC(=O)CN(C)C(=O)c1cc(-c2ccncc2)nc2ccccc12 | -5%
Cc1cc(C)n2nc(SCC(=O)N3CCCCC3C)nc2n1 (centres undefined) | 3%
Cc1ccc(C2(C)NC(=O)N(CC(=O)Nc3ccccc3C(=O)N3CCCCC3)C2=O)cc1 (centres undefined) | -7%
C#CCOCCOCCOCCNc1nc(N2CCOCC2)nc(N2CCN(C(=O)CCCCCCCCCCNC(=O)[C@@H](CCC(=O)O)n3cc(CCCCCN)nn3)CC2)n1 | 5%
CCCCn1c(N)c(N(CC)C(=O)C2=NN(c3ccccc3)C(=O)CC2)c(=O)[nH]c1=O | -6%
COc1ccc(CCN2CC(C(=O)NCC(=O)Nc3ccc(F)c(F)c3)CC2=O)cc1OC (centres undefined) | 4%
C[C@@H]1NS(=O)(=O)[C@H]2C[C@@H]3C=C[C@]2(O3)[C@H]1OC(=O)Nc1ccc(C(F)(F)F)cc1[N+](=O)[O-] | -10%
CC(Sc1nnnn1C)C(=O)NC1CCCC1 (centres undefined) | -3%
CN(C)CCNC(=O)c1onc(CSc2nc3ccccc3[nH]2)c1C(=O)NCCN(C)C | 5%
CC1=C(C(=O)OC(C)C)C(c2ccc(O)cc2)NC(=O)N1 (centres undefined) | 1%[2.29 µM]
CC1CC1C(=O)OCC(=O)NCc1ccccc1 (centres undefined) | 10%
CN(Cc1ccc(C(C)(C)C)cc1)C(=O)Cc1ccc(S(=O)(=O)N2CCOCC2)s1 | -2%
CC(C)N1CCc2c(sc(NC(=O)Cc3ccccc3)c2C(N)=O)C1 | 7%
Cc1cccc(OCC(=O)N2CCc3ccccc3C2)c1 | 0%
CN(c1ccccc1)S(=O)(=O)c1cccc(NC(=O)CSc2nccc(=O)[nH]2)c1 | -4%
CCCC(=O)Nc1ccc(C2C(=O)c3ccccc3C2=O)cc1 | -7%
COc1ccc(-c2noc(CCC(=O)N3CCN(c4ccccc4Br)CC3)n2)cc1 | 1%
COc1cccc(NS(=O)(=O)c2cc3c(cc2C)N(C(C)=O)CCO3)c1 | -1%
OCCc1c[nH]c2ccc(C(F)(F)F)cc12 | -8%

(continued)
SMILES | L3MBTL1 block
Cc1ccc(C)c(S(=O)(=O)NCC(c2ccc3c(c2)OCO3)N2CCOCC2)c1 (centres undefined) | 3%
O=C(CCS(=O)(=O)c1ccc(F)cc1)Nc1nnc(-c2cccs2)o1 | -19%
O=C(COC(=O)c1cc(=O)[nH]c2ccccc12)NC1CCCCC1 | -3%
Cc1c(NS(=O)(=O)c2cccc(C(=O)NCc3ccccc3Cl)c2)c(=O)n(-c2ccccc2)n1C | -4%
COc1ccccc1N(CC(=O)NC1CCCCC1C)S(=O)(=O)c1cccs1 (centres undefined) | -3%
O=C(c1cc2ccccc2cc1O)N1CCN(c2ccc([N+](=O)[O-])cc2)CC1 | -9%
CCC1(c2ccccc2)NC(=O)N(CC(=O)Nc2ccc(N3CCCC3)cc2C)C1=O (centres undefined) | -21%
CC(C(=O)NC1CCCc2ccccc21)N1C(=O)C2CCCCC2C1=O (centres undefined) | -1%
O=C(NCC(=O)N1CC=C(c2ccccc2)CC1)c1ccc(F)cc1 | 3%
COCCOc1ccc(C(F)(F)F)cc1NC(=O)Cc1ccc(S(=O)(=O)N2CCOCC2)s1 | -11%
Cc1cccc(N(Cc2ccccc2)C(=O)Cc2ccc(S(=O)(=O)N3CCOCC3)s2)c1 | -8%
CCCCN(C(=O)COC(=O)c1ccc(C=O)cc1)c1c(N)n(CCC)c(=O)[nH]c1=O | 5%
O=C(CN1C(=O)NC2(CCCCC2)C1=O)Nc1nc2c(F)cc(F)cc2s1 | -6%
Cc1cccc(NS(=O)(=O)c2ccc(C)c(C(=O)N(C)C3CCN(C)CC3)c2)c1 | 1%
COCC1CCCCC1OS(N)(=O)=O (centres undefined) | 0%
